Rac1 act GTP bind: modulators of GTP binding to human Rac1 activated mutant. P63000. GST-Rac1 activated beads, fluorescent GTP binding, flow cytometry; actives lie on both sides; 100% means binding = to untreated wells. percent activity (GTP binding), % at 10 µM. 0.11% of 190,000 active;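 active = GTP binding at least 20 percentage points away from the 100% baseline, in either direction, so actives lie on both sides; inconclusive = Compound likely fluorescent itself, or too few beads counted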
HRas wt GTP: changes GTP binding to wildtype human HRas | P01112 | GST-Ras wt beads, Bodipy-FL-GTP binding, flow cytometry; actives lie on both sides | 0.14% of 190,000 active | GTP binding activity, % at 10 µM;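 active = GTP binding activity at least 20% away from the 100% baseline, either lowered as inhibitor or raised as activator; inconclusive = flagged as likely green fluorescent, judged across all proteins in the well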;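 also: 0% = unlabeled GTP competition control and 100% = no-compound control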
Target sequence (P01112 whole entry, looked up): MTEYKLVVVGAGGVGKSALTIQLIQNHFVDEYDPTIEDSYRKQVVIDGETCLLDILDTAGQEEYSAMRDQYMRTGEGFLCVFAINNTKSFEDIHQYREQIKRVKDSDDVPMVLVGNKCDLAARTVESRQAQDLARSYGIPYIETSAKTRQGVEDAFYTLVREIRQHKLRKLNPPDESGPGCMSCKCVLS
Pf gamet viab: P. falciparum stage V gametocyte viability inhibition; 0.065% of 150,000 active; AID 743093; inhibition, % at 10.9 µM; P. falciparum stage V gametocytes, ATP luminescence, 24 h;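 active = inhibition above the mean plus 3 SD of compounds within the control limits, set per campaign, cut at about 38% in these data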;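 also: 0% = DMSO wells and 100% = medium only without gametocytes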
Rab2 wt GTP: changes GTP binding to wildtype dog Rab2A, up or down; P61105; GST-Rab2 wt beads, Bodipy-GTP binding, flow cytometry; GTP binding activity, % at 10 µM; 0.19% of 190,000 active; AID 760;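 active = GTP binding activity at least 20 points away from 100%, either lowered or raised; inconclusive = signal likely due to the compound's own green fluorescence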;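 also: 0% = beads with excess unlabeled GTP and 100% = no-compound control corrected for plate trend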
Mcl1 Bid PPI: Mcl-1/Bid interaction inhibition. inhibition, % at 21.7 µM. AID 1021. 0.97% of 220,000 active. TR-FRET Mcl-1/Bid-Dy647 peptide binding, 1536-well. Q07820;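 active = compounds that cut the binding signal by more than half at the single screening dose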;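 also: His-tagged Mcl-1 with europium anti-His antibody binding Bid BH3 peptide; 0% = Mcl-1 plus peptide wells and 100% = peptide-only wells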
Target sequence (Q07820 whole entry, looked up): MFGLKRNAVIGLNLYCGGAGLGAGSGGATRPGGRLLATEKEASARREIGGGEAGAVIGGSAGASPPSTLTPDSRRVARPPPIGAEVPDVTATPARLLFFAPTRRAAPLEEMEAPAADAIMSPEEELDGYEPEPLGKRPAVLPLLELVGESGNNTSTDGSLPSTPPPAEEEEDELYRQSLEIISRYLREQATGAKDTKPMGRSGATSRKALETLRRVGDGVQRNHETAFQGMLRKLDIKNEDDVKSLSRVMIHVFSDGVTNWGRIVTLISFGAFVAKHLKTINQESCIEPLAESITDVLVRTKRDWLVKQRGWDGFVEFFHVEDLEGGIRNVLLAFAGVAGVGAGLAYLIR
Rac1 wt GTP bind: modulators of human Rac1 wildtype GTP binding | AID 757 | 0.27% of 190,000 active | GST-Rac1 beads, fluorescent GTP binding, flow cytometry; actives lie on both sides; 0 = cold GTP competed, 100 = untreated | P63000 | GTP binding activity (% of control), % at 10 µM;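 active = GTP binding activity at least 20 points away from the 100% control level, either lower or higher; inconclusive = compound flagged as likely green fluorescent, judged across all proteins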
Avidin fluor: compound fluoresces at 488/530 nm on avidin beads. compound fluorescence 488/530 nm, flow cytometry; hits give high values. fluorescence (KMESF) at 10 µM. 0.38% of 220,000 active. AID 1775; in the data active = fluorescence above about 47; also: inactives centre near 10
Cdc42 wt GTP: human Cdc42 wildtype GTP binding change, either direction; P60953; GST-Cdc42 beads, Bodipy-GTP binding, flow cytometry; actives lie on both sides; percent activity (GTP binding), % at 10 µM; 0.2% of 190,000 active;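 active = percent activity GTP binding at least 20 points away from the 100% baseline, either down as inhibitor or up as activator; inconclusive = compound flagged as likely green fluorescent from well-wide comparison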;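 also: median bead fluorescence of bound Bodipy-FL-GTP at 100 nM; 0% = excess unlabeled GTP control and 100% = no compound control; below 100% means less GTP binding so inhibitor and above means activator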
Target sequence (P60953 whole entry, looked up): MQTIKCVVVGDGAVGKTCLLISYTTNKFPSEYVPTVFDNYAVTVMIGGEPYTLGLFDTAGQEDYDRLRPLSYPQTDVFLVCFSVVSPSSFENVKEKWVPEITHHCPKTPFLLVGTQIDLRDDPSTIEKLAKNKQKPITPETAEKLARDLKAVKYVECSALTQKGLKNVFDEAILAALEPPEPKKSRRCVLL
GSH fluor: compound fluoresces at 488/530 nm on GSH beads; GSH beads flow cytometry, compound fluorescence 488/530 nm; hits give high values; AID 1776; fluorescence (KMESF) at 10 µM; 0.25% of 190,000 active; in the data active = fluorescence above about 89;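 also: glutathione beads carrying GST-tagged Bcl family fusion proteins plus one bare bead set; values are compound well signal with DMSO vehicle wells as background; inactives centre near 16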
Mcl1-Noxa inh: disrupts binding of human Mcl-1 to Noxa peptide. inhibition, % at 21.7 µM. 1.5% of 220,000 active. TR-FRET Mcl-1/Noxa peptide binding, 2 h. Q07820. AID 1022;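 active = compounds that cut the protein-peptide binding signal by more than 50% relative to plate controls in a single-dose test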;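 also: His-tagged Mcl-1 with rhodamine Noxa BH3 peptide and terbium anti-His antibody; 0% = Mcl-1 plus Noxa peptide wells and 100% = peptide-only wells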
Rab7 wt modul: dog Rab7 wildtype GTP binding, inhibitors and activators. GST-Rab7 beads, fluorescent GTP binding, flow cytometry; actives lie on both sides; untreated = 100%, excess cold GTP = 0%. GTP binding activity (percent of control), % at 10 µM. 0.055% of 190,000 active. AID 758;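 active = fluorescent GTP binding to Rab7 beads changed by at least 20 points from the 100% baseline, either direction, mostly lower; inconclusive = compound itself probably fluorescent, or too few beads counted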;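 also: median green fluorescence of bound Bodipy-FL-GTP per Rab7 bead population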
* marks the source's active call; other numbers are inactive results; ? = inconclusive; · = no result given; & = joins results of further samples.

SMILES	Rac1 act GTP bind	HRas wt GTP	Pf gamet viab	Rab2 wt GTP	Mcl1 Bid PPI	Rac1 wt GTP bind	Avidin fluor	Cdc42 wt GTP	GSH fluor	Mcl1-Noxa inh	Rab7 wt modul
COc1ccc(N(C(C)=O)S(=O)(=O)c2cccs2)cc1	100	105	-9	104	7	105	21	101	12	-8	99
COc1cc(SC#N)ccc1N=Cc1c(C)[nH]n(-c2cccc3ccccc23)c1=O	95	96	·	93	-60	95	11	97	12	-11	100
Cc1ccc(NC(=O)CC2S/C(=N/N=C/c3c[nH]c4ccccc34)NC2=O)cc1 (centres undefined)	101	99	0	102	57*	102	5	100	11	48	96
O=C(CN1CCOCC1)NCCNC(=O)CN1CCOCC1	101	104	-17	102	-34	104	9	104	16	21	102
CCOc1ccc(C(=O)Nc2cccc(-c3cc4ccccc4oc3=O)c2)cc1[N+](=O)[O-]	100	101	16	100	-1	105	24	101	43	-26	100
CN(C)C(=O)N1CCN(C(=O)N(C)C)CC1	100	101	·	98	-16	101	14	100	38	16	103
C=CCn1c(-c2ccncc2)n[nH]c1=S	95	96	8	99	-68	96	9	95	22	14	100
O=C(c1ccc2c(c1)OCO2)N(CC1CCCO1)C1(C(=O)NC2CCCCC2)CCCCC1 (centres undefined)	98	103	·	102	-2	105	23	102	11	15	102
O=C(NCC1CCCO1)c1ccc2c(=O)n(CC3CCCO3)c(SCC(=O)N3CCCC3)nc2c1 (centres undefined)	100	97	29	99	2	100	9	101	12	16	100
CCOC(=O)N1CCN(C(=O)CN(C2CCCCC2)S(=O)(=O)c2ccc(Cl)cc2)CC1	97	99	·	97	-9	105	12	101	6	-18	97
CCOC(=O)CSc1ncnc2c1cnn2-c1ccccc1	96	97	·	98	-6	99	14	98	33	21	100
CC1CCCC(C)N1C(=O)Cn1c(SCC(=O)Nc2ccc3c(c2)OCO3)nc2ccccc21 (centres undefined)	103	107	·	106	-24	104	8	109	20	-4	101
CCOc1cc(NC(=O)c2ccco2)c(OCC)cc1NC(=O)CCc1ccccc1OC	101	101	16	101	-27	106	0	102	44	28	98
COc1ccc([N+](=O)[O-])cc1NC(=O)COC(=O)c1ccccn1	97	99	-23	97	0	101	12	100	14	18	100
CCc1cccc(CC)c1-n1c(SCc2cc(=O)n3ccsc3n2)nnc1-c1cccnc1	99	102	16	100	13	107	17	103	9	14	102
Cc1cccc(C(C)C)c1NC(=O)CSc1nncn1C	?	?	·	?	-28	?	10	?	7	2	?
Cc1cccc(OCc2nnc(SCC(=O)N3c4ccccc4Sc4ccc(Cl)cc43)o2)c1	101	101	-8	100	-57	101	3	98	8	-7	100
CCn1c(SCC(=O)N/N=C/c2cc(OC)c(OC)c(OC)c2)nc2ccccc21	94	94	·	93	16	93	16	96	9	11	96
CC1Cc2ccccc2N1C(=O)c1ccc2snnc2c1 (centres undefined)	98	101	3	99	-30	103	11	102	34	-5	102
Cc1ccc(S(=O)(=O)Cc2ccc(C(=O)N3CCN(c4ccccn4)CC3)o2)cc1	100	97	·	96	-39	101	7	99	26	-3	95
Cc1ccsc1C(=O)N(c1nc2ccccc2s1)c1c(C)cccc1C	97	101	-20	100	2	102	8	97	16	4	101
CCNc1nc(NCC)n2c(SCC(=O)c3ccc(C(C)C)cc3)nnc2n1	99	96	-1	99	-13	102	23	99	15	8	97
Cc1c(C(C)C)c(=O)n(-c2ccc(S(=O)(=O)NCc3ccccc3)cc2)n1C	93	98	6	97	0	101	9	96	17	11	98
NCCc1nnc(SCC(N)=O)o1	96	97	-15	97	-32	99	8	95	54	7	96
O=Nc1c2nc3ccccc3n(O)c-2c2ccccc12	98	100	-4	99	-3	105	8	100	15	29	100
Cc1ccc(S(=O)(=O)Nc2cc(C(=O)O)ccc2N2CCCCC2)cc1	91	93	·	91	-3	91	10	92	47	·	91
COc1cc(NC(=O)CCCC(=O)OCC(F)(F)C(F)F)nc(OC)n1	100	104	·	104	-13	105	8	105	34	4	101
COc1ccc(CNCC(O)COc2cccc3c2OC(C)(C)C3)cc1 (centres undefined)	93	97	12	98	-17	96	9	94	15	-1	105
CC1CCCCN1S(=O)(=O)c1coc(C(N)=O)c1 (centres undefined)	97	96	·	98	-11	100	5	97	23	23	98
CCOc1ccc(/C=C(\C#N)C(=O)c2c(C)[nH]c3ccccc23)cc1OC	92	96	2	96	2	99	15	96	4	31	100
c1ccc(CC2CCN(c3nc4ccccc4n4cnnc34)CC2)cc1	100	102	·	101	19	105	11	102	11	7	104
CN(C)/C=C(\C#N)S(=O)(=O)c1ccccc1	96	97	·	98	-19	101	10	100	10	-3	100
COc1ccc(-c2[nH]ncc2-c2csc(C)n2)c(O)c1	97	98	39*	98	-8	100	26	101	11	10	99
O=C(CNCC1CCCO1)N1CCN(S(=O)(=O)c2ccc3ccccc3c2)CC1 (centres undefined)	102	101	·	100	15	105	7	103	5	26	100
Cc1noc(/C=C/N(C)C)c1S(=O)(=O)N1CCCC(C(=O)NCc2ccco2)C1 (centres undefined)	104	107	·	107	-30	111	7	108	14	15	105
N#Cc1cc(-c2ccccc2)oc1/N=C/c1ccccc1O	97	98	·	98	-113	97	7	97	56	-4	99
S=c1[nH]nc(-c2ccccc2Cl)n1CC1CCCO1 (centres undefined)	99	99	·	98	-6	107	52*	99	30	6	101
CCOc1ccc(NC(=O)CCN2CCN(c3ccccc3)CC2)cc1	101	102	·	102	-58	108	8	104	8	-11	99
CCOC(=O)c1ccc(NC(=O)CSc2nnc(C)n2-c2ccccc2)cc1	96	96	-53	97	-13	96	7	95	41	16	98
O=C1CCN(C(=O)Nc2ccccc2)N1	94	94	4	94	-33	94	5	95	21	0	97

Looked up one by one from above, 2 records:
SMILES	Rac1 act GTP bind	HRas wt GTP	Pf gamet viab	Rab2 wt GTP	Mcl1 Bid PPI	Rac1 wt GTP bind	Avidin fluor	Cdc42 wt GTP	GSH fluor	Mcl1-Noxa inh	Rab7 wt modul
COc1ccc(-c2[nH]ncc2-c2csc(C)n2)c(O)c1	97	98	39*	98	-8	100	26	101	11	10	99
CN(C)/C=C(\C#N)S(=O)(=O)c1ccccc1	96	97	·	98	-19	101	10	100	10	-3	100

(more compounds)
SMILES	Rac1 act GTP bind	HRas wt GTP	Pf gamet viab	Rab2 wt GTP	Mcl1 Bid PPI	Rac1 wt GTP bind	Avidin fluor	Cdc42 wt GTP	GSH fluor	Mcl1-Noxa inh	Rab7 wt modul
CCc1nn(C)c(N)c1C	99	100	-6	98	-66	102	11	96	18	7	103
COC(=O)C1=C(C)NC(C)=C(C(=O)OC)C1c1cc2ccc(C)cc2[nH]c1=O	98	99	·	100	-35	98	5	100	29	13	100
CCOC(=O)N1CCC(N2CCN(S(=O)(=O)c3ccc(Cl)cc3)CC2)CC1	101	102	-14	105	55*	105	36	102	23	23	102
CCc1nnc(NC(=O)C2CCCN2S(=O)(=O)c2ccc(C)cc2)s1 (centres undefined)	101	104	·	105	3	104	45	105	16	8	100
COc1ccc(NC(=O)N2CCN(S(C)(=O)=O)CC2)c(OC)c1	95	99	-17	96	-22	94	10	99	14	-9	98
C/C(=N/NC(=O)OC(C)(C)C)c1ccco1	104	104	·	103	-1	109	6	105	11	3	103
COc1cc(CCC(=O)Nc2cccc(S(=O)(=O)N(C)C)c2)cc(OC)c1OC	98	99	·	99	-9	98	15	99	12	19	94
O=C(CSc1ncc(-c2ccc(F)cc2)[nH]1)NCc1ccco1	96	96	·	96	-67	96	7	98	58	27	94
CC1CC1C(=O)OCC(=O)c1c(N)n(C)c(=O)n(C)c1=O (centres undefined)	93	95	-21	95	-12	92	9	93	17	6	100
COc1ccc(CNC(=O)C(=O)NCCCn2ccnc2)cc1	97	98	·	98	-19	100	9	98	10	7	106
Cc1cc(C)nc(SCCN2CCOCC2)n1	98	102	·	101	10	97	15	98	10	15	102
Cn1c(=O)c2c(nc(Oc3ccccc3)n2C)n(C)c1=O	98	100	·	99	-10&-7	99	4&6	97	61	-10&-11	100
O=[N+]([O-])c1cccnc1N1CCC(c2cc(-c3ccc(Cl)cc3)n[nH]2)CC1	98	99	·	95	28	98	14	101	9	19	94
CCc1ccc(/C=C2/C(=O)N(C)C(=S)N2CC(=O)OC)s1	94	95	-1	95	-33	98	7	98	18	1	92
O=C(CCN1C(=O)c2cccc3cccc(c23)C1=O)Nc1ccon1	96	98	·	99	-8	102	11	99	10	-8	94
Nn1c(Cc2ccccc2F)nnc1SCn1nnc2ccccc2c1=O	98	99	·	99	-39	99	3	100	23	21	98
O=C(CCc1nnc(-c2ccsc2)o1)NCc1ccccc1OC(F)(F)F	95	98	-4	96	-37	98	8	97	19	-4	98
O=C(O)C1CCCN1c1ncccc1[N+](=O)[O-] (centres undefined)	97	101	17	100	-9	100	10	100	26	15	101
Clc1ncccc1-c1nc2ccccc2n1Cc1ccccc1	100	101	·	100	-8	100	8	102	17	-17	96
COc1ccccc1N1CCN(C(=O)CN2C(=O)c3ccccc3C2=O)CC1	99	103	-5	105	-46	100	9	95	21	15	105
CCOc1nc(NC(=O)NS(=O)(=O)c2cccc(Cl)c2)nc(-c2ccccc2)n1	99	100	18	99	-7	104	12	100	6	12	101
COc1ccc(NS(=O)(=O)c2ccc3nc(COc4cccc5ccccc45)[nH]c3c2)cc1	100	100	-5	100	1	101	12	101	11	44	98
O=C1NCC(O)=C1C=NC12CC3CC(CC(C3)C1)C2	99&100	103&102	1	103&100	-37&-29	106&108	13	103&105	30&39	0&-3	102&99
Cc1cc(NC2CCCCC2)nc(NCc2ccccc2)n1	100	100	5	100	1	108	6	101	23	21	99
CCOC(=O)CN(C(=O)CSc1nnc(CNc2ccc(C)cc2C)n1CC)c1ccccc1	99	104	·	102	-47	107	16	102	30	11	100
CN(C)S(=O)(=O)c1ccc(NC(=O)Cn2ccsc2=N)cc1	96	98	-8	94	-35	97	12	95	14	9	93
COC(=O)C1=C(C)NC(=O)/C1=C\c1cc(C)n(-c2cccc(C)c2)c1C	93	96	·	94	-30	94	16	96	12	15	93
CCS(=O)(=O)c1ccc(O)c(NC(=O)COc2ccc(OC)cc2)c1	100	100	14	99	3	101	7	102	10	11	97
N#CC(C#N)=Cc1ccc(OCC(=O)N2CCOCC2)cc1	95	97	-26	98	-9	101	15	95	9	-2	106
Cc1cc(=O)c2ccccc2s1	97	101	9	100	-30	101	23	100	56	-9	104
COc1ccc(CN2CCN(C(C)C)C(CCO)C2)cc1Cn1cccn1 (centres undefined)	94	95	22	95	-30	95	1	93	15	-9	93
Cc1cccc(NC(=O)C2c3ccccc3C(=O)N3CCc4ccccc4C23)n1 (centres undefined)	97	96	·	95	-12	103	12	97	28	-10	92
CCOC(=O)CN1C(=O)C(O)=C(C(C)=O)C1c1ccc([N+](=O)[O-])cc1 (centres undefined)	96	95	0	96	20	97	18	94	23	22	100

Screening results from PubChem.
